Compound activity: PubChem BioAssay, several laboratories
TNAP act mid DEA: human TNAP activation, intermediate phosphate acceptor. P05186. purified TNAP, CDP-star luminescence, 100 mM DEA, 30 min; hits give high values; scale: 0 levamisole-inhibited, 1 vehicle-only enzyme. activation factor at 20 µM. 64,000 tested, under 10 active. AID 813;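 active = activation factor of at least 2 at 20 µM, relative to controls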
Target sequence (P05186 whole entry, looked up): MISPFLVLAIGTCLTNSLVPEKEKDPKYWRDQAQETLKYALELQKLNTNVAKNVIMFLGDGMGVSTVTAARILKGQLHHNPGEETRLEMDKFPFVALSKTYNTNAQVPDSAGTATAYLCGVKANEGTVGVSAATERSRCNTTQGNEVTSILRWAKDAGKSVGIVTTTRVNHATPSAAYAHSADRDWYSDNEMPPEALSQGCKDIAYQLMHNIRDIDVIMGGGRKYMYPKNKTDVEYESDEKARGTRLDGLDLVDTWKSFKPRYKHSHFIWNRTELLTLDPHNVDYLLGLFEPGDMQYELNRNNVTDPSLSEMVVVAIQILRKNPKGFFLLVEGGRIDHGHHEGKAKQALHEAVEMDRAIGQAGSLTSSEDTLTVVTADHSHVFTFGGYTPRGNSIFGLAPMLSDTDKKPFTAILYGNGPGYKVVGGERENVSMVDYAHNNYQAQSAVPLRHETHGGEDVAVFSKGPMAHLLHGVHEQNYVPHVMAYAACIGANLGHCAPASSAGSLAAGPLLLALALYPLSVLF
Autofluor 339: intrinsic fluorescence of library compounds, ex339/em460 – biochemical, MLSMR library, data from DPM-DC assay, artefact control, profiling panel; 65,000 compounds, 5.5% hits; compound autofluorescence, ex339/em460 nm, NADH buffer; hits give high values; 1 = no-compound wells, NADH background; fluorescence fold increase at 10 µM;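 active = at 10 µM, mean starting fluorescence two-fold or more over control wells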;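 also: signal is the first read of a kinetic run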
SF1 activator: SF-1 (human) activation; CHO-K1 Gal4-SF-1 LBD luciferase reporter; % increase over DMSO SF-1-specific signal; activation, % at 10 µM; 65,000 compounds, 1.9% hits; AID 522;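 active = activation above the mean activation of all tested compounds plus 3 SD, cut at about 50% in these data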
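Test system: CHO-K1 cells with Gal4–hSF-1 LBD chimera plus Gal4-driven luciferase; Input: 4,000 cells/well; Compound: 10 µM only; Times: 20 h compound treatment, 37 °C; Measured by: steady-glow luciferase luminescence, read after 15 min reagent incubation; Measure: percent activation versus DMSO; Control set: DMSO and mock-transfected background; Replicates: one test per compound.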
NADH enzymes: inhibitors of enzymes used to reach an NAD/NADH endpoint; IC50, µM (doses to about 10 µM), without a hit: at the top dose inhibition; coupled PK/LDH NADH assays, four targets; 65,000 compounds, 0.02% hits;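 active = single-dose screening hits from any of four coupled enzyme assays that gave an IC50 when retested across doses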;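 also: the DPM-DC format reads NADH fluorescence rather than 340 nm absorbance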
Ecoli tolC: growth inhibitors of E. coli BW25113 tolC mutant; OD615; growth inhibition, % at 10 µM (by protocol); AID 573; 65,000 compounds, 2.2% hits;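 active = growth inhibition at or above a cutoff equal to the mean over every tested compound plus 3 SD, cut at about 60% in these data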;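 also: growth measured after 20 h incubation at 37 °C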
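Test system: E. coli BW25113 ΔtolC::kan bacteria | Medium: Kanamycin-containing LB broth (50 µg/mL) | Dosing: One dose of 10 µM final | Times: 20 h incubation with compound, 37 °C | Detection: Optical density read at 615 nm | Read-out basis: Percent growth inhibition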
E coli RNAP: blocks E. coli RNA polymerase transcription; 62,000 compounds, 0.2% hits; inhibition, %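 (tested at 10 µM)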; fluorescence transcription assay; P0A8V2; in the data active = inhibition above about 20%;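 also: 0% = enzyme without compound and 100% = no enzyme blank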
M1 agonist: activates the M1 muscarinic receptor; CHO-M1 cells, Fluo-4 calcium fluorescence, agonist mode; hits give high values; B-score at 10 µM; 64,000 compounds, 3% hits; AID 626;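 active = fluorescence rise, raw or as B-score row- and column-corrected plate score, outside the 99.7% band of its plate's samples, either direction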
M1 antagonist: blocks the rat M1 muscarinic receptor response to acetylcholine; B-score at 10 µM; 64,000 compounds, 3.4% hits; CHO-M1 cells, Fluo-4 calcium, ACh EC80 antagonist mode; hits give low values; P08482;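 active = calcium fluorescence response, raw or row-and-column corrected B-score, differing from the plate sample mean either way at a set confidence level, mostly lower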
Target sequence (P08482 whole entry, looked up): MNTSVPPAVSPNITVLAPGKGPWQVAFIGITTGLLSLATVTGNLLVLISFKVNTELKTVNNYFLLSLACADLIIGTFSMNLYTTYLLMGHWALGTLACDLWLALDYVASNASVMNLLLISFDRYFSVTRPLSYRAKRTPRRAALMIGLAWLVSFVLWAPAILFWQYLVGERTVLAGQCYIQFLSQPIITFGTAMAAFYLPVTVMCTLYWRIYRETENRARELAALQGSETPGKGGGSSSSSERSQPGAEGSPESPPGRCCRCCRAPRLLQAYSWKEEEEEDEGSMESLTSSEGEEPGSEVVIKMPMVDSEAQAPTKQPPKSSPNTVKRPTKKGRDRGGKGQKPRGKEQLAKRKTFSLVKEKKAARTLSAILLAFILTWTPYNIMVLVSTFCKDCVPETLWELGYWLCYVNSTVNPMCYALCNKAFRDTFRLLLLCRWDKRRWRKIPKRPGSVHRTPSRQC
RORA act: activates the human nuclear receptor RORA | P35398 | CHO-K1 Gal4-RORA LBD luciferase reporter, luminescence; percent increase over mock-subtracted basal signal | activation, % at 10 µM | 65,000 compounds, 1.5% hits | AID 560;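 active = activation above the mean of all tested compounds plus 3 SD, cut at about 49% in these data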;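 also: 0% = DMSO-treated RORA cells and 100% = added signal equal to DMSO minus mock-transfected cells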
Numbers without * were called inactive; nt = not tested or not shown; [ ] = another dose, or the depositor's remark.

SMILES | TNAP act mid DEA | Autofluor 339 | SF1 activator | NADH enzymes | Ecoli tolC | E coli RNAP | M1 agonist | M1 antagonist | RORA act
Cc1nc2ccc(C(=O)O)cc2c2c1CC(C)S2 (stereo not drawn) | 0.9 | 3* | 15 | 2%[fluoresces] | -3 | 1 | -0.77 | -0.69 | -1
Cc1ccc(-c2nn3c(C)nnc3s2)cc1NC(=O)C(C)C | 0.9 | 1.1 | 4 | 2% | -15 | 9 | -0.58 | 0.35 | -13
CCOC(=O)C(c1ccccc1)N1CCN(c2ccc(OC)cc2)CC1 (stereo not drawn) | 1 | 1.1 | 11 | 3% | 5 | 4 | -0.13 | 0.71 | -19
COCCNC(=O)c1sc2ncn(CC(=O)N3CCCCC3)c(=O)c2c1C | 0.9 | 1.1 | -3 | 8% | -16 | 2 | -0.49 | 0.4 | -23
CC1Cc2nc(SCC(=O)Nc3ccc4c(c3)OCO4)n(CCc3ccccc3)c(=O)c2S1 (stereo not drawn) | 1 | 0.92 | -22 | 13% | 14 | 0 | 0.0038 | -0.013 | -9
COc1nc(C)ccc1-c1noc(-c2ccncc2)n1 | 0.9 | 1.1 | 64* | 1% | -5 | 0 | 2 | -0.099 | 31
Cc1ccnc(N2C(=O)c3ccccc3C2Nc2ccccc2Cl)c1 (stereo not drawn) | 0.9 | 1.1 | 29 | 8% | 49 | 6 | 0.98 | 0.25 | 20
CCOc1ccc2c(O)csc2c1 | 0.8 | 1.2 | -2 | 3% | -20 | 6 | 0.016 | 0.44 | 4
CCOC(=O)N1CCN(C(=O)C2CCN(S(=O)(=O)N3CCCC3)CC2)CC1 | 0.9 | 1.1 | -9 | 9% | -12 | 3 | 0.74 | 0.51 | -3
Cc1nc2c3ccccc3n(CC(=O)c3ccc(F)cc3)c(=O)n2n1 | 0.9 | 1.1 | -1 | 9% | -22 | 4 | 0.17 | -0.16 | 18
Cn1c(C(=O)N2CCN(C(=O)c3ccco3)CC2)cc2c(=O)n3ccccc3nc21 | 1 | 3.4* | 21 | 3%[fluoresces] | -8 | -87 | 0.24 | -0.34 | -9
O=C(c1cccs1)N(Cc1nc2sc3c(c2c(=O)[nH]1)CCCC3)C1CCCC1 | 1 | 1.2 | -4 | 3% | 90* | 10 | -0.9 | 0.0076 | 9
Cc1nc2ccc(S(=O)(=O)NC(C(=O)N3CCCC3)C(C)C)cc2s1 (stereo not drawn) | 0.9 | 1 | 19 | 2% | -13 | -1 | 0.17 | 0.58 | 9
CCS(=O)(=O)N1CCCC(C(=O)NCCCOC(C)C)C1 (stereo not drawn) | 1 | 1.1 | -4 | 7% | -32 | 3 | -0.00096 | 0.28 | -1
COc1ccc(N2CCN(CC(=O)N3CCC(C)CC3)CC2)cc1 | 1 | 1.1 | 6 | 8% | -13 | nt | -0.66 | -0.75 | 8
COc1ccc2[nH]c(=O)c(CN(Cc3ccco3)C(=O)c3ccccc3)cc2c1 | 0.9 | 3.7* | 8 | 8%[fluoresces] | -5 | 7 | 0.17 | -0.76 | 2
COc1ccc(NC(=O)c2cnc(C)cn2)cc1-n1cnnn1 | 0.9 | 1.1 | -4 | 1% | -9 | -6 | nt | nt | 13
NS(=O)(=O)c1ccc(CCNC(=O)NC2(C(F)(F)F)Oc3ccccc3O2)cc1 | 0.9 | 1.1 | 1 | 13% | 13 | -6 | -1.1 | -0.7 | -8
O=C(CSc1nnc(CNc2ccc(Cl)cc2)n1Cc1ccccc1)NCc1ccco1 | 0.9 | 1 | 5 | 9% | -1 | 10 | 0.82 | 1.4 | 3
O=C(CN1CCc2ccccc2C1)Nc1ccccc1N1CCCCCC1 | 1 | 1.1 | 6 | 13% | 43 | 2 | 0.41 | -1 | -20
Clc1ccc(OCc2nn3c(-c4ccncc4)nnc3s2)cc1 | 0.9 | 1.1 | -18 | 5% | -5 | 3 | -0.43 | -0.42 | -11
CCOc1cc(S(=O)(=O)Nc2ccc(Cl)cn2)ccc1F | 0.9 | 1.1 | -1 | 2% | 34 | 7 | -0.0091 | -0.31 | 0
O=C(NCCN1CCN(C(=O)Nc2ccccc2)CC1)Nc1ccccc1 | 0.9 | 1.1 | 4 | 5% | -9 | 3 | 0.33 | -0.061 | 3
CCOC(=O)COc1ccc2c(c1)C(=O)CC(C)(c1cccnc1)O2 (stereo not drawn) | 0.9 | 4.8* | -19 | 7%[fluoresces] | 0 | -1 | -1.1 | -1.3 | 7
CCn1ncc(Br)c1C(=O)Nc1cc(C(=O)OC)ccc1C(=O)OC | 0.9 | 1.4 | 2 | 3% | -16 | 4 | -0.15 | 0.1 | 24
COc1cccc(-c2nc(CS(=O)(=O)CC(=O)N3CCN(C4CCCCC4)CC3)c(C)o2)c1 | 1 | 1.1 | 12 | 4% | -4 | 6 | 1.7 | -1 | 0
COC(=O)c1cc(OC)c(OC)cc1-n1cnc2cc(OC)c(OC)cc2c1=O | 0.9 | 1.1 | -13 | 2% | -5 | -1 | 1.1 | -0.051 | -27
Cc1ccc(NS(=O)(=O)c2cc(C(=O)N3CCOCC3)ccc2C)cc1 | 0.9 | 1.1 | 10 | 5% | 11 | 4 | nt | nt | 0
O=C(Nc1cc(C(F)(F)F)ccc1N1CCOCC1)c1cccnc1 | 0.9 | 1.1 | -3 | 0% | 7 | 1 | -0.75 | 0.52 | 2
Cc1nc(NCC2CCCO2)c2nnn(Cc3ccccc3Cl)c2n1 (stereo not drawn) | 1 | 1.1 | 8 | 4% | 15 | -2 | -0.19 | -0.097 | 12
CN(C)S(=O)(=O)c1ccc(Oc2ccccc2)cc1 | 1 | 1.1 | -18 | 6% | 14 | 10 | -1 | -0.62 | 1
C=CCn1c(=N)c(C(=O)OC)cc2c(=O)n3cccc(C)c3nc21 | 0.8 | 3.8* | -2 | 11%[fluoresces] | -19 | -9 | -0.15 | 0.14 | 9
COc1cc2c3c(c1)C1(C(=O)N3C(C)(C)C=C2C)C(C#N)=C(N)Oc2cc(C)oc(=O)c21 (stereo not drawn) | 0.9 | 1.1 | 2 | 3% | 2 | 6 | 0.65 | 0.055 | -3
O=C1CC(N2CCN(c3ccc(C(=O)c4ccc(F)cc4)cc3)CC2)C(=O)N1 (stereo not drawn) | 0.9 | 1.1 | 18 | 6% | 19 | 8 | 0 | 0.63 | 14
CCCn1c(SCC(=O)NCCc2ccc(OC)c(OC)c2)nc2c1c(=O)n(C)c(=O)n2C | 0.9 | 1.1 | 2 | 8% | -9 | nt | -0.29 | 0.81 | -3
COc1ccc(/C(O)=C2\C(=O)C(=O)N(CCCN(C)C)C2c2ccccc2F)cc1Cl (stereo not drawn) | 0.9 | 1.1 | -14 | 9% | -27 | 12 | 0.21 | 0.33 | -14
CCOc1nc(OCC)nc(N2CCC(C)CC2)n1 | 0.9 | 0.98 | 1 | 2% | -7 | -4 | -0.81 | 0.3 | 3
CCOC(=O)c1cnc(-n2nc(C)cc2C)nc1Nc1cccc(C(=O)O)c1 | 0.9 | 1.1 | 7 | 6% | 32 | 14 | 0.17 | 0.023 | 0
O=C(NC1=NCCS1)c1ccc(Cl)s1 | 0.9 | 1.5 | 66* | 10% | -6 | 7 | -1.5 | -2.3* | 80*
CCCC(=O)Nc1ccc(C(=O)Nc2nnc(COC)s2)cc1 | 0.9 | 1.1 | 25 | 1% | 2 | 6 | 0.14 | -1.1 | 30
Cc1cnc(C(=O)OCC(=O)Nc2oc(-c3ccccc3)c(-c3ccccc3)c2C#N)cn1 | 0.9 | 1.1 | -20 | 8% | 45 | 14 | -0.04 | -0.49 | -5
COC(=O)[C@H](C)NC(=O)Nc1ccc(OC)cc1OC | 0.9 | 1.1 | -8 | 0% | -24 | nt | -0.15 | 0.045 | 15
COc1ccc(Nc2cc(C(=O)NCCCN3CCN(C)CC3)c3ccccc3n2)c(OC)c1 | 1 | 1.1 | 9 | 4% | -3 | -1 | 0.96 | 0.17 | -8
C(=NCCCN1CCOCC1)c1ccc2c(c1)OCO2 | 1.1 | 1.2 | -9 | 2% | -5 | -1 | 0.16 | 0.52 | -3
O=C(Nc1ccccc1)N(C1=NCCC1)c1ccc(OC(F)F)cc1 | 0.9 | 1.1 | -16 | 1% | 42 | 4 | -0.11 | -0.64 | 27
CCCCOC(=O)C1[C@H]2C(=O)N(CCc3ccccc3)C[C@]23C=C[C@H]1O3 (stereo partly drawn) | 1 | 1.1 | -8 | 6% | -4 | 5 | 0.15 | 0.41 | -8
CC(C)C(OC(=O)C1CCCO1)C(=O)NC1CCCC1 (stereo not drawn) | 0.9 | 1.1 | -5 | 4% | -21 | -2 | -0.65 | 0.013 | -11
CC1CCCCC1NS(=O)(=O)c1ccc(S(=O)(=O)N2CCCC2)cc1 (stereo not drawn) | 0.9 | 1.1 | 8 | 4% | 6 | -3 | -0.42 | -1.4 | -18
O=S(=O)(Nc1cccc(-c2cn3ccsc3n2)c1)c1ccc(F)cc1 | 0.9 | 1.1 | 14 | 5% | 7 | 7 | 0.12 | -0.3 | 36
CC1=CC(C)(C)N2C(=O)C3(C(C#N)=C(N)OC4=C3C(=O)CCC4)c3c(C)c(C)cc1c32 (stereo not drawn) | 0.9 | 1 | -2 | 6% | -15 | 7 | -0.42 | 0.032 | -6
CC1=C(C(=O)NCCN2CCOCC2)C2(CCC(C)CC2)OC1=O (stereo not drawn) | 0.9 | 1.1 | 11 | 2% | -7 | 3 | -0.47 | 0.65 | -2
COc1cc(C)c(S(=O)(=O)N2CCOCC2)cc1C(C)C | 0.9 | 1.1 | -1 | 2% | 10 | 5 | nt | nt | 0
COc1ccccc1NC(=O)c1cc(Sc2nncn2C)nc2ccccc12 | 0.9 | 1.1 | -8 | 1% | 7 | -1 | 0.54 | -0.45 | 0
O=C(NC1CCc2ccccc21)C1CCN(S(=O)(=O)c2ccc(-n3cnnn3)cc2)CC1 (stereo not drawn) | 0.9 | 1 | 4 | 5% | -17 | 6 | -0.23 | -0.4 | -6
Cc1ccc(CN2C(=O)CCC2C(=O)NCCCN2CCCC(C)C2)cc1 (stereo not drawn) | 0.9 | 1 | -15 | 3% | -13 | 5 | -0.095 | 0.72 | -2
Cc1cc(Nc2cccc(C)c2C)n2ncnc2n1 | 1 | 1.1 | 6 | 4% | -4 | 10 | 0.53 | 0.19 | -19
O=S(=O)(/C=C/c1ccccc1)Nc1ccc(N2CCOCC2)cc1 | 1 | 1.1 | -16 | 5% | 19 | 8 | -0.77 | -0.31 | -12

Some of these compounds in order of length of the SMILES, ascending:
SMILES | TNAP act mid DEA | Autofluor 339 | SF1 activator | NADH enzymes | Ecoli tolC | E coli RNAP | M1 agonist | M1 antagonist | RORA act
C(=NCCCN1CCOCC1)c1ccc2c(c1)OCO2 | 1.1 | 1.2 | -9 | 2% | -5 | -1 | 0.16 | 0.52 | -3
CCOc1cc(S(=O)(=O)Nc2ccc(Cl)cn2)ccc1F | 0.9 | 1.1 | -1 | 2% | 34 | 7 | -0.0091 | -0.31 | 0
CCCn1c(SCC(=O)NCCc2ccc(OC)c(OC)c2)nc2c1c(=O)n(C)c(=O)n2C | 0.9 | 1.1 | 2 | 8% | -9 | nt | -0.29 | 0.81 | -3
COc1cc2c3c(c1)C1(C(=O)N3C(C)(C)C=C2C)C(C#N)=C(N)Oc2cc(C)oc(=O)c21 (stereo not drawn) | 0.9 | 1.1 | 2 | 3% | 2 | 6 | 0.65 | 0.055 | -3
